Source: PubChem (National Center for Advancing Translational Sciences (NCATS))
ALOX12 inh: Primary qHTS assay for inhibitors of human arachidonate 12S-lipoxygenase (ALOX12): Round 2; Polyunsaturated fatty acid lipoxygenase ALOX12 (Homo sapiens), P18054; purified 12hLO, xylenol orange hydroperoxide absorbance; Potency, µM (highest dose often 108 µM), for inactives: top-dose activity change, negative = inhibition, actives largely listed as inhibitors; 580,000 compounds, 1.1% hits; further: on the % scale 0 is the no-effect control and ±100 the full control effect
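Hydroperoxide product was detected by ferrous iron/xylenol orange as the 573 to 405 nm absorbance ratio. Arachidonic acid at 40 uM (final) was turned over for 30 min at room temperature by 150 nM human 12hLO, pH 7.0 Hepes buffer, after 15 min compound preincubation.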
JMJD2A Tudor: qHTS Assay for Inhibitors of JMJD2A-Tudor Domain; 390,000 compounds, 4.4% hits; AlphaScreen JMJD2A-Tudor / H3K4me3 peptide binding; Lysine-specific demethylase 4A (Homo sapiens), O75164; Potency, µM (highest dose often 114 µM), without a hit: at the highest dose activity change, negative = inhibition, usual class: inhibitors; further: on the % scale 0 is the no-effect control and ±100 the full control effect; nearly all actives have a fitted effect of over 50% in size
GLS inhibitor: qHTS for Inhibitors of Glutaminase (GLS); Glutaminase kidney isoform, mitochondrial (Homo sapiens), O94925; GLS enzymatic activity, qHTS titration; Potency, µM (titrated, usually from 45.5 µM), for inactives: at the top dose activity change, negative = inhibition, actives largely listed as inhibitors; 410,000 compounds, 0.21% hits; further: on the % scale 0 is the no-effect control and ±100 the full control effect
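hKGA in 45 mM KH2PO4 (pH 8.2), 0.02% Tween-20 with compound, then 1mM L-Glutamine (stock as added) plus glutamate oxidase/HRP/Amplex red coupling mix. Fluorescence read initially and after 30 min at RT; signal change reflects glutamate formation.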
rTrxR1 inhibitor: qHTS Assay for Inhibitors of Mammalian Selenoprotein Thioredoxin Reductase 1 (TrxR1): qHTS; Thioredoxin reductase 1, cytoplasmic (Rattus norvegicus), O89049; recombinant rTrxR1, NADPH fluorescence consumption, selenite substrate; Potency, µM (titrated, usually from 114 µM), without a hit: at the highest dose activity change, negative = inhibition, usual class: inhibitors; 390,000 compounds, 1% hits; further: on the % scale 0 is the no-effect control and ±100 the full control effect; nearly all actives have a fitted effect of over 65% in size
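Rat TrxR1 (90 nM in the dispensed reagent) was pre-reduced with 400 uM NADPH for 5 min at room temperature, then incubated with compound for 15 min. After 400 uM selenite was added, NADPH fluorescence (Ex 340/Em 450 nm) was followed for 8 min.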
Tb PGK inh: qHTS Assay to Find Inhibitors of Phosphoglycerate Kinase; Phosphoglycerate kinase, glycosomal (Trypanosoma brucei brucei), P07378; PGK/GAPDH coupled, Kinase-Glo luminescence, 60 min; Potency, µM (series often up to 57.5 µM), without a hit: at the highest dose activity change, negative = inhibition, hits mostly inhibitors; 380,000 compounds, 0.043% hits; AID 602233, 2012; further: on the % scale 0 is the no-effect control and ±100 the full control effect; nearly all actives have a fitted effect of over 60% in size
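Recombinant glycosomal PGK reaction used 1,3-bisphosphoglycerate generated in-well by GAPDH (100nM final) in 100mM TEA pH 7.6, 5mM MgCl2, 0.01% Tween-20. After 60 minutes at room temperature, ATP was read by Kinase-Glo Plus luminescence end-point.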
Pin1 inhibitor: qHTS Assay to Find Inhibitors of Pin1 | Pin1 FP peptide displacement, HiFluor488, 10 min | Peptidyl-prolyl cis-trans isomerase NIMA-interacting 1 (Homo sapiens), Q13526 | AID 504891, 2011 | 390,000 compounds, 0.009% hits | Potency, µM (titrated, usually from 115 µM), for the others: at the top dose activity, negative = inhibition, hits mostly inhibitors; active means well fitted inhibition curve with a large enough effect in the polarisation, with a control signal flat, not every such curve was filed as active; inconclusive means small, poorly fitted or top-dose-only effect, or effect the other way, or a change in a side signal; inactive means no such curve, though single readings can be large or run the other way; the % refers to the polarisation; further: on the % scale 0 is the no-effect control and ±100 the full control effect
Target sequence (Q13526 whole entry, looked up): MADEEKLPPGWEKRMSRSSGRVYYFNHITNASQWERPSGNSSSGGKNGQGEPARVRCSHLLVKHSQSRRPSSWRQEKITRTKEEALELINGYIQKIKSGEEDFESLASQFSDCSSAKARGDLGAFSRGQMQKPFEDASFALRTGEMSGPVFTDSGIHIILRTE
HP1b chromo inh: HTS for Inhibitors of HP1-beta Chromodomain Interactions with Methylated Histone Tails | Chromobox protein homolog 1 (Homo sapiens), P83916 | AlphaScreen HP1-beta / biotin-H3K9me3 peptide binding | Potency, µM (doses to about 114 µM), inactives show top-dose activity change, negative = inhibition, usual class: inhibitors | 390,000 compounds, 0.56% hits; further: nearly all actives have a fitted effect of over 70% in size; inactives centre near 23
Target sequence (P83916 whole entry, looked up): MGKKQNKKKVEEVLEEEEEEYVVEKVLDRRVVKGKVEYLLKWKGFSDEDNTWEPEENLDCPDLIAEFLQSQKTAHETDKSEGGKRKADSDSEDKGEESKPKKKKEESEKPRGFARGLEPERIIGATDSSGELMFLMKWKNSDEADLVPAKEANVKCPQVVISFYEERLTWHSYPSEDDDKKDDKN
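HP1-beta protein (50 nM final) preincubated 30 min at room temperature with biotinylated H3(1-18)K9me3 peptide (50 nM) in PBS pH 7.4, 0.01% Tween-20, then compound added for 30 min. AlphaScreen streptavidin donor/nickel chelate acceptor beads (10 ug/mL final), 30 min dark, luminescence read.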
ERG Ets-DNA blk: qHTS for Small Molecule Inhibitors of the ERG Ets/DNA interaction; Transcriptional regulator ERG (Homo sapiens), P11308; fluorescence polarization, His-ERG Ets domain / labelled DNA; Potency, µM (doses to about 76.9 µM), for the others: top-dose FP activity, negative = inhibition, actives largely listed as inhibitors; 370,000 compounds, 0.028% hits; active means well fitted inhibition curve with a large enough effect in the polarisation, with a control signal flat; inconclusive means small, poorly fitted or top-dose-only effect, or effect the other way, or a change in a side signal; inactive means no such curve, though single readings can be large or run the other way; the % refers to the polarisation;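 further: polarization taken with two DNA probes labelled with fluorescein and Texas red; % of control where 0% means no effect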
Target sequence (P11308 whole entry, looked up, the tested form may be a part): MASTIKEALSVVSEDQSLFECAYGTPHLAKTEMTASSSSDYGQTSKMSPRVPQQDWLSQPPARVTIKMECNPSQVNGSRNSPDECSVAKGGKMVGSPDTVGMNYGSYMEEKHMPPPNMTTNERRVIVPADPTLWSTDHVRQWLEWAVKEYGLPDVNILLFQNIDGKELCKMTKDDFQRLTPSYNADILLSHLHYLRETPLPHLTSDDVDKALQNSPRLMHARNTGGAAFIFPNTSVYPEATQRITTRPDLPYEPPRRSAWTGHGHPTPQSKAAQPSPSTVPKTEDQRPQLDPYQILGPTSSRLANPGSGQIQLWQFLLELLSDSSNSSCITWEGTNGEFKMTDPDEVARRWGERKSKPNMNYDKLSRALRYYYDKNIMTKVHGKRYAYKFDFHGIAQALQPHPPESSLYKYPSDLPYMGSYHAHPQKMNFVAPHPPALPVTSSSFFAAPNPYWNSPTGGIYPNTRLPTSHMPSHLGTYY
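His-tagged ERG Ets domain (1 uM in the protein solution; 300mM KCl, 50mM Tris-HCl, 1mM EDTA, 1mM DTT, pH 7.5) received compound, then a probe mix of 5 nM fluorescein-DNA and 100nM Texas-615-DNA. Fluorescence polarization was read for both dyes.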
RGS4 inhibitor: Inhibitors of Regulator of G Protein Signaling (RGS) 4: qHTS; Regulator of G-protein signaling 4 (Homo sapiens), P49798; Potency, µM (series often up to 114 µM), inactives show at the highest dose activity change, negative = inhibition, hits mostly inhibitors; Transcreener GDP fluorescence polarization, RGS4-accelerated GTP hydrolysis; 390,000 compounds, 0.039% hits; further: on the % scale 0 is the no-effect control and ±100 the full control effect; nearly all actives have a fitted effect of over 75% in size; some results filed as inactive show a strong effect at the top dose
Target sequence (P49798 whole entry, looked up): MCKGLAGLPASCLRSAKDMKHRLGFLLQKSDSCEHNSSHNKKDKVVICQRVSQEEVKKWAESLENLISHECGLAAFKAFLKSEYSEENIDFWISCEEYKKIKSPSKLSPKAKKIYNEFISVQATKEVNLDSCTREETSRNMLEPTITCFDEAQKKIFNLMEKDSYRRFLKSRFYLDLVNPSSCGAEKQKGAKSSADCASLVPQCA
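MLSMR compounds (23 nl, pin-transferred) preincubated 10 min at room temperature with a 500nM (2x) first reagent, then RGS4 at 900nM (2x) plus Transcreener GDP mix added; fluorescence polarization (620/688 nm) read before and after 90 min at 30 °C.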
* marks the source's active call; other numbers are inactive results; i = inactive; ? = inconclusive; · = not tested or not shown; & = joins results of further samples; [ ] = another dose, or the depositor's remark. Unless noted, the call rests on the fitted dose curve; in most records, active means well fitted curve in the direction sought with a large enough effect; inconclusive means small, poorly fitted or top-dose-only effect, or another doubt; inactive means no such curve, though single readings can be large; an effect the other way counts as inactive or inconclusive. Potency means the concentration at half of the fitted maximal effect. This is a subset. The share of hits here may be higher or lower than overall.

structure	ALOX12 inh	JMJD2A Tudor	GLS inhibitor	rTrxR1 inhibitor	Tb PGK inh	Pin1 inhibitor	HP1b chromo inh	ERG Ets-DNA blk	RGS4 inhibitor
COc1ccc(OC)c2c1sc(=NC(=O)C1COc3ccccc3O1)n2C (stereo unspecified)	-19%	-7%	-11%	27%	i	-14%	13%	-9%	-9%
O=C(CSc1nc2c(cnn2-c2ccc(F)cc2)c(=O)[nH]1)N1CCOCC1	-20%	-12%	9%	19%	-3%	0%	20%	-5%	41%
CC(=O)c1sc(NC(C)c2ccccc2)nc1C (stereo unspecified)	17%	-5%	15%	1%	1%	-6%	15%	-7%	8%
CCOCC(=O)Nc1cc([N+](=O)[O-])ccc1OC	-13%	-12%	2%	0%	i	-16%	3%	-2%	-4%
CCN1CCN(c2cc(C)c3cc(NC(=O)c4ccc5c(c4)OCO5)ccc3n2)CC1	?	-30%	17%	-5%	-6%	0%	25%	-3%	-1%
O=C(c1ccccc1O)N1N=C(C(F)(F)F)CC1(O)c1ccc([N+](=O)[O-])cc1 (stereo unspecified)	15%	?	1%	-23%	-1%	0%	4%	-3%	6%
Cc1cc(C)c(S(=O)(=O)N2CCCCCC2)cc1Br	1%	27%[57.1 µM]	-7%	32%[57.1 µM]	7%	0%	223%[activator]	-4%	-7%
O=C(CCl)Nc1cccc(Oc2ccccc2)c1	-12%	12%	-7%	-69%	-3%	1%	49%[activator]	3%	9%
CC(=O)N(CCc1ccccc1C)Cc1cc2cc3c(cc2[nH]c1=O)OCO3	i	-19%	-3%	-4%	-10%	22%	34%	-1%	7%
Cc1cc(=O)oc2ccc(OC(=O)CC(C)C)cc12	-9%	5%	6%	4%[57.1 µM]	-2%	0%	-13%	4%	-43%
O=S(=O)(Cc1ccc(Cl)cc1)NCc1ccc2c(c1)OCO2	?	-3%	1%	0%	i	8%	30%	9%	-7%
Cc1cccc(N2CCN(C(=O)NC(C)c3ccc(F)c(F)c3)CC2)c1C (stereo unspecified)	-23%	-2%	1%	15%	0%	-1%	16%	2%	24%
CCN(C(=O)CSc1nnc(-c2ccc(OC)cc2)n1N)c1c(N)n(Cc2ccccc2)c(=O)[nH]c1=O	22%	-12%	1%	3%	-8%	-1%	24%	-8%	-35%
Cc1cc2c(cc1S(=O)(=O)N1CCCCC1)OCC(=O)N2	?	-17%&-34%	-3%&-26%	25%[57.1 µM]	-10%&-1%	-4%&-7%	?	11%&-6%	11%&29%
Fc1ccc(-c2nnc(NC3=NCCCCC3)o2)cc1	0%	-2%	-3%	6%[57.1 µM]	?	-1%	40%[activator]	10%	1%
O=C(CSc1nc2ccsc2c(=O)n1Cc1ccccc1)NCc1ccco1	-14%	-22%	3%	-5%[11.4 µM]	-1%	5%	20%	5%	-21%
O=S(=O)(c1cc(Cl)ccc1Cl)N1CCN2CCCC2C1 (stereo unspecified)	?	0%	-2%	8%	-4%	0%	22%	0%	1%
Cc1cccc(NC(=O)CN2C(=O)S/C(=C\C(=O)Nc3ccc(Cl)cc3)C2=O)c1	-7%	-3%	12%	11%	i	16%	12%	5%	14%
Cc1cc(=O)[nH]c(SCC(=O)Nc2ccc3c(c2)OCCO3)n1	?	-3%	-10%	4%[57.1 µM]	4%	0%	10%	-4%	17%
COC(=O)c1ccccc1NC(=O)c1cc(C)no1	0%	-28%	-4%	-1%	i	-2%	31%	-16%	-3%
COc1ccc2cc(C(=O)N3CCN(c4ccccc4F)CC3)[nH]c2c1	?	-4%	-2%	?	-4%	-13%	44%[activator]	3%	-25%
O=C(NC1CCCN(Cc2ccc(Cl)cc2)C1)c1ccccc1-c1ncc[nH]1 (stereo unspecified)	0%	-26%	-1%	9%	-2%	-2%	22%	3%	12%
CCOC(=O)N/N=C(C)/C=C/c1ccccc1	-2%	-6%	-4%	-13%	-1%	-7%	29%	-9%	-9%
Cc1cc(C(=O)NNC2CC(=O)N(c3ccc4ccccc4c3)C2=O)c(C)o1 (stereo unspecified)	-1%	-19%	-20%	13%[57.1 µM]	-2%	-1%	2%	-1%	1%
COc1ccc(C(=O)NCCc2ccccn2)cc1S(=O)(=O)Nc1ccc(Br)cc1	?	-25%	9%	-13%	-5%	-1%	3%	-16%	7%
CCc1ccc(NC(=O)c2cc3c(COC(C)=O)cnc(C)c3oc2=O)cc1	-16%	-24%	0%	7%[57.1 µM]	-1%	1%	-3%	-2%	-5%
Cc1nc(NC(=O)CSc2nnc(-c3ccncc3)n2C)sc1C	11%	-7%	-13%	10%	-1%	-2%	30%	4%	15%
O=C(Cn1cnc2c(nnn2Cc2ccc(F)cc2)c1=O)NCc1ccc(F)cc1	-4%	10%	12%	3%[57.1 µM]	2%	5%	17%	2%	-3%
Cc1cc(OCC(=O)NNC(=S)NC(=O)c2ccc(Br)o2)ccc1Cl	?	-18%	15%	-9%	5%	-14%	12%	8%	-46%
NC(=O)c1ccsc1NC(=O)COC(=O)C1CC2CCCC(C1)C2=O (stereo unspecified)	-2%	-12%	-8%	-4%	0%	3%	15%	1%	7%

Reprinted at random: 2 compounds from above.
structure	ALOX12 inh	JMJD2A Tudor	GLS inhibitor	rTrxR1 inhibitor	Tb PGK inh	Pin1 inhibitor	HP1b chromo inh	ERG Ets-DNA blk	RGS4 inhibitor
O=C(NC1CCCN(Cc2ccc(Cl)cc2)C1)c1ccccc1-c1ncc[nH]1 (stereo unspecified)	0%	-26%	-1%	9%	-2%	-2%	22%	3%	12%
CCc1ccc(NC(=O)c2cc3c(COC(C)=O)cnc(C)c3oc2=O)cc1	-16%	-24%	0%	7%[57.1 µM]	-1%	1%	-3%	-2%	-5%

(continued)
structure	ALOX12 inh	JMJD2A Tudor	GLS inhibitor	rTrxR1 inhibitor	Tb PGK inh	Pin1 inhibitor	HP1b chromo inh	ERG Ets-DNA blk	RGS4 inhibitor
COc1ccccc1-c1nc(S(=O)(=O)c2ccc(Cl)cc2)c(N(C)C)o1	?	?	2%	?	-1%	-15%	?	·	-34%
COCc1c(Br)c(C)nc(OCC(=O)N/N=C/c2ccco2)c1C#N	-17%	-27%	-5%	-16%	-11%	-3%	27%	-1%	9%[11.4 µM]
O=C(Nc1ccc(Cl)cc1)c1cncs1	29%	-5%	1%	6%[57.1 µM]	4%	-1%	10%	4%	11%
CCOC(=O)c1c(NC(=O)C2CC(Cl)=CCC2C(=O)O)sc2c1CCCCC2 (stereo unspecified)	·	?	1%	8%	-20%	-10%	-6%	2%	-24%
CC(=O)c1cccc(N2C(=O)CN(S(C)(=O)=O)CC2(C)C(=O)NC2CCCC2)c1 (stereo unspecified)	-26%	3%	6%	17%	-7%	-6%	21%	3%	-11%
COc1ccccc1N1CCN(C(=O)CCS(=O)(=O)c2ccc3c(c2)NC(=O)C(C)S3)CC1 (stereo unspecified)	-1%	14%	31%[activator]	18%	-3%	1%	63%[activator]	3%	-24%
CCN(CC(=O)Nc1ccc(NC(C)=O)cc1)S(=O)(=O)/C=C/c1ccccc1	4%	-13%	-2%	17%	-9%	3%	26%	-2%	6%
COc1cccc(NC(=O)n2ncc3c(C)cccc32)c1	-4%	83%[activator]	3%	1%	?	2%	94%[activator]	3%	-36%
Cc1ccc(CNC(=O)c2ccc(-n3cnc4cccnc43)cc2)cc1	-8%	-15%	-9%	27%	-1%	-4%	44%[activator]	-3%	-19%
Cc1ccc(S(=O)(=O)c2cc3cc(C(=O)O)ccc3oc2=O)cc1	-14%	-16%	-4%	17%	0%	-10%	68%[activator]	8%	-9%
COc1cccc(C=O)c1OCCCOc1cccc2cccnc12	10%	-6%	5%	0%	-5%	-1%	40%[activator]	3%	2%
O=C(Nc1ccc(Br)cc1)c1cc2ccccn2n1	-13%	-12%	1%	23%[57.1 µM]	i	-2%	59%[activator]	0%	12%[56.9 µM]
COc1ccccc1-n1c(=O)[nH]c2c(C(N)=O)nc(-c3cccnc3)nc21	-9%	-15%	10%	-9%	3%	-2%	55%[activator]	-6%	10%
CC1CCCN(C(=O)Cc2cccc3ccccc23)C1 (stereo unspecified)	0%	-7%	9%	15%[57.1 µM]	0%	3%	32%	5%	2%
COc1ccc(N2CCN(CCCNC(=O)c3nnc(Cc4ccc(F)cc4)o3)CC2)cc1	-20%	-8%	9%	10%	-2%	-4%	7%	3%	18%
Cc1ccc(-c2nc(SC(C)C(=O)c3c(N)n(C)c(=O)n(C)c3=O)n[nH]2)cc1 (stereo unspecified)	-2%	-10%	1%	12%[11.4 µM]	-7%	-1%	23%	4%	-24%
